Assay outcomes deposited in PubChem by several laboratories.
3CLpro inhibitor = SARS-CoV 3CLpro protease inhibition | 290,000 compounds, 0.14% hits | AID 1706 | P0C6X7 | recombinant SARS-CoV 3CLpro, quenched FRET peptide cleavage | inhibition, % at 6 µM; in the data active means inhibition above about 12%
Anthrax LF prot = blocks Bacillus anthracis lethal factor protease | P15917 | multiplex microsphere protease cleavage assay, LF | inhibition, % at 10 µM | 360,000 compounds, 0.12% hits | AID 588501; in the data active means inhibition above about 30%; further: plate controls were buffer without enzyme for full effect and enzyme alone for no effect
Target sequence (P15917 whole entry, looked up): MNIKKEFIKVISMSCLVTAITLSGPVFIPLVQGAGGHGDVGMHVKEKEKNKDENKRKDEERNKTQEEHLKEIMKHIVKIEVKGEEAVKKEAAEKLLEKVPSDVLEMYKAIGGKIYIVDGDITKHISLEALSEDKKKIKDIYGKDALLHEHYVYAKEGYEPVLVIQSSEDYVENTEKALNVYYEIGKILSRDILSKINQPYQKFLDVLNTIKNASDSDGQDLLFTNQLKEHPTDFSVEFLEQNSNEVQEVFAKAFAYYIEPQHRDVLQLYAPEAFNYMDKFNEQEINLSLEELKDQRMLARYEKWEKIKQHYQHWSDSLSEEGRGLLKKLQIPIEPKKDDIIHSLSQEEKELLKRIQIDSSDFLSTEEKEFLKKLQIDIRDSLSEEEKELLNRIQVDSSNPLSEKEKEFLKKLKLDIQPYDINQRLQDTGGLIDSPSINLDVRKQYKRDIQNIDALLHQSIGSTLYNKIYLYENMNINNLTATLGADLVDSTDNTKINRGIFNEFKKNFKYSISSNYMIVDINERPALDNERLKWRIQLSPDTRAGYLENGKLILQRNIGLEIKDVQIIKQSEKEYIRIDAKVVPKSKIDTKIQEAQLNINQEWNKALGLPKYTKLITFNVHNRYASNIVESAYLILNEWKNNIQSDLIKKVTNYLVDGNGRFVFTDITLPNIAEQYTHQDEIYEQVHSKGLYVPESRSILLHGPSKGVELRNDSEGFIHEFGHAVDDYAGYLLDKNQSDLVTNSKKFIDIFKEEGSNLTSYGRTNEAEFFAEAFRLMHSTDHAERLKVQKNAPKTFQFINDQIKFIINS
Rv3671c protease = inhibitors of M. tuberculosis serine protease Rv3671c; P9WHR9; inhibition, % at 5.96 µM; 320,000 compounds, 0.048% hits; in the data active means inhibition above about 38%;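 further: extracellular domain of Rv3671c used as enzyme; 0% = enzyme with DMSO and 100% = no enzyme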
MazF activator = activators of E. coli MazEF toxin-antitoxin RNase. activation, % at 20 µM. FAM/BHQ RNA-DNA oligo cleavage fluorescence, 5 h. AID 504720. 350,000 compounds, 0.32% hits. P0AE70; in the data active means activation above about 50%
Target sequence (P0AE70 whole entry, looked up): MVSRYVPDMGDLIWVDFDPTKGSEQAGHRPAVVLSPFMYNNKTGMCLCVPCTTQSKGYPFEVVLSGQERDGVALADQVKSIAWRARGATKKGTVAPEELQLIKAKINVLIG
DUSP3 inh = blocks human VHR1 dual specificity phosphatase | P51452 | 290,000 compounds, 0.52% hits | inhibition, % at 13.3 µM | recombinant VHR phosphatase, pNPP absorbance; in the data active means inhibition above about 50%; further: some compounds called inactive have numbers as strong as hits
Target sequence (P51452 whole entry, looked up): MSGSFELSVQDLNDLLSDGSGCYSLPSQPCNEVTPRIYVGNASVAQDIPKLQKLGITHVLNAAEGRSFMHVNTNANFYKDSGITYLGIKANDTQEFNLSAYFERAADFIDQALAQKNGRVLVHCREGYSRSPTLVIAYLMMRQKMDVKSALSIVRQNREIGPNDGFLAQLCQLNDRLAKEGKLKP
Yp Topo-I inh = blocks Yersinia pestis topoisomerase I activity; AID 504884; activity, % at 10 µM; Y. pestis Topo-I cleavage product accumulation, plate reader; 360,000 compounds, 0.064% hits; in the data active means activity above about 50%, passing the limit was not always enough; further: inactives centre near 2
PfHsp40 rescue = compounds rescuing yeast from Plasmodium falciparum HSP40 toxicity; S. cerevisiae expressing PfHsp40, growth rescue, ATP luminescence; growth rescue, % at 12.5 µM; 340,000 compounds, 0.68% hits; in the data active means growth rescue above about 28%, passing the limit was not always enough;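 further: yeast W303a lacking pdr1 and pdr3 grown in galactose medium; growth measured after three days at 30 °C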
TcdB inh = TcdB glycohydrolase inhibition. inhibition, % at 9.99 µM. 350,000 compounds, 0.24% hits. AID 652162. P18177. TcdB glycohydrolase enzymatic assay, plate reader; in the data active means inhibition above about 10%
PriA SSB inh = K. pneumoniae PriA-SSBct interaction inhibition | AlphaScreen SSBct-PriA binding, biotinylated peptide | inhibition, % at 33 µM | 430,000 compounds, 0.6% hits; in the data active means inhibition mostly above about 37%, no sharp cut-off; inactive means mostly below about 20%;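 further: plate controls were negative control peptide for no effect and reference peptide for full effect; strong numbers were not always called active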
BH1578 lux ind = quorum light induction in luxS cqsA deficient V. cholerae | V. cholerae BH1578 lux reporter, luminescence, 6 h | activation, % at 18.7 µM | 350,000 compounds, 0.16% hits | AID 588436; in the data active means activation mostly above about 9.7%, no sharp cut-off; further: not every result past the cut was called active; inactives centre near 0; reference of the scale not given here
An asterisk follows results filed as active; i = inactive; · = not tested or not shown. The list is partial; count on the stated rates, not on these rows.

SMILES | 3CLpro inhibitor | Anthrax LF prot | Rv3671c protease | MazF activator | DUSP3 inh | Yp Topo-I inh | PfHsp40 rescue | TcdB inh | PriA SSB inh | BH1578 lux ind
COc1ccccc1-n1c(CNC(=O)c2ccco2)n[nH]c1=S | -6 | 0 | 0 | 3 | 10 | -5 | -0.2 | 3.0 | -13 | i
Cc1ccc(NC(=O)COC(=O)c2ccc(F)cc2Cl)c(Br)c1 | -1 | -2 | 16 | -2 | 13 | -4 | -0.8 | -1.4 | -4 | 0.0
Cc1ccc(S(=O)(=O)N2CCN(C(=O)COC(=O)CSc3ccccc3)CC2)c(C)c1 | · | -3 | 0 | 5 | · | 16 | · | 1.2 | -7 | i
CCOc1ccc(C(=O)CCC(=O)Nc2cccc(S(=O)(=O)N3CCCCC3)c2)cc1 | · | -2 | -33 | 0 | · | 5 | -0.8 | 0.7 | 2 | 0.7
CC(=O)c1cc(Cl)ccc1OCc1cccc(S(=O)(=O)N2CCOCC2)c1 | · | -2 | 1 | 4 | · | 8 | 0.2 | -1.3 | -14 | -0.1
O=C(N/N=C/c1ccncc1)NC12CC3CC(CC(C3)C1)C2 | -4 | 0 | 0 | 6 | 25 | -1 | -0.6 | 1.5 | i | i
CCOC(=O)CNC(=O)N1CCC(CCC(=O)N(C)Cc2ccccc2)CC1 | -1 | -2 | 7 | 10 | -35 | 4 | 0.5 | 0.6 | -9 | i
CCOC(=O)c1c(NC(=O)CN2C(=O)NC3(CCC(CC)CC3)C2=O)sc(C)c1-c1ccc(C)cc1 (stereo not drawn) | 3 | 1 | -10 | -3 | -5 | 2 | -0.8 | 0.5 | -7 | -0.2
Cc1c(C(=O)N/N=C/c2ccoc2)cccc1[N+](=O)[O-] | 0 | -5 | 4 | 3 | -16 | 7 | 1.8 | -0.7 | · | 0.4
Nc1nnc(P(c2ccccc2)c2ccccc2)s1 | 2 | 4 | 3 | 7 | 29 | -1 | -1.5 | 5.4 | 1 | -0.3
CCNCC(=O)N1c2ccccc2CCc2ccc(NC(C)=O)cc21 | -10 | 0 | 6 | 0 | -9 | 10 | -2.1 | · | -7 | -0.2
Cc1ccc(N=Cc2c(O)n(C)c(=O)n(C)c2=O)cc1 | -8 | -1 | -11 | 9 | 35 | 3 | 1.3 | 1.0 | -4 | i
COc1ccc(-n2cnc3c(sc4nccc(N(C)C)c43)c2=O)cc1 | 4 | -2 | 0 | 0 | 11 | 11 | 0.9 | · | -12 | -7.9
Cc1ccc(S(=O)(=O)N2CCOCC2)cc1C(=O)N1CC(C)OC(C)C1 (stereo not drawn) | · | -3 | -3 | 2 | · | 3 | -1.1 | 1.0 | -11 | i
COc1c(Br)cc([N+](=O)[O-])c(OC)c1C(=O)NC(=O)Nc1nc(C)cc(C)n1 | 5 | 2 | 2 | 6 | 4 | 8 | 0.1 | 1.8 | 0 | -0.5
CC(C)c1ccc(C2OCCCO2)cc1 | · | 0 | · | 15 | · | 1 | 0.3 | 0.2 | 1 | i
O=C(Oc1ccc(Cl)c2cccnc12)C12CC3CC(CC(C3)C1)C2 | 0 | 3 | -5 | -2 | 9 | 2 | 0.1 | · | -6 | -0.3
O=C(O)CCCC(=O)NCCc1ccncc1 | -3 | 1 | -1 | 1 | -1 | 6 | -1.8 | · | -2 | i
Cc1ccc2c(c1)COc1c3ccc(C(=O)N[C@@H](CO)C(C)C)cc3nn1-2 | · | -4 | 4 | -1 | -8 | 21 | 0.0 | -0.1 | -13 | -0.6
CN(c1ccccc1)S(=O)(=O)c1ccc(C(=O)OCC(=O)NC(N)=O)cc1 | 11 | -1 | 9 | -2 | 3 | 5 | 0.7 | 0.8 | -10 | -3.1
COC(=O)Nc1nc2ccc(Br)cc2s1 | -2 | 1 | -8 | -28 | 22 | -9 | -2.1 | 1.1 | -8 | -0.6
COc1ccc(OC)c2c(C)cc(N3CCCN(C)CC3)nc12 | -2 | -1 | 3 | -16 | 4 | 0 | 0.0 | · | 44* | -0.8
O=C(C1CCCN(Cc2nc(-c3ccc(Cl)cc3)no2)C1)N1CCOCC1 (stereo not drawn) | 0 | 1 | 2 | -2 | -7 | 10 | 0.5 | 1.2 | -14 | 1.5
CC1Cc2ccccc2N1C(=O)CSCC(=O)O (stereo not drawn) | 1 | 0 | -3 | 8 | 2 | -2 | 0.9 | · | 3 | -0.5
Cc1c([N+](=O)[O-])cc(C(=O)Nc2ccc3ncccc3c2)cc1[N+](=O)[O-] | 3 | -6 | -3 | 0 | 24 | -1 | 0.6 | 0.0 | 6 | i

Six of these compounds, set out differently:
SMILES,3CLpro inhibitor,Anthrax LF prot,Rv3671c protease,MazF activator,DUSP3 inh,Yp Topo-I inh,PfHsp40 rescue,TcdB inh,PriA SSB inh,BH1578 lux ind
Cc1ccc(S(=O)(=O)N2CCN(C(=O)COC(=O)CSc3ccccc3)CC2)c(C)c1,·,-3,0,5,·,16,·,1.2,-7,i
Cc1ccc(N=Cc2c(O)n(C)c(=O)n(C)c2=O)cc1,-8,-1,-11,9,35,3,1.3,1.0,-4,i
CCOc1ccc(C(=O)CCC(=O)Nc2cccc(S(=O)(=O)N3CCCCC3)c2)cc1,·,-2,-33,0,·,5,-0.8,0.7,2,0.7
Cc1ccc2c(c1)COc1c3ccc(C(=O)N[C@@H](CO)C(C)C)cc3nn1-2,·,-4,4,-1,-8,21,0.0,-0.1,-13,-0.6
CCNCC(=O)N1c2ccccc2CCc2ccc(NC(C)=O)cc21,-10,0,6,0,-9,10,-2.1,·,-7,-0.2
COc1ccc(-n2cnc3c(sc4nccc(N(C)C)c43)c2=O)cc1,4,-2,0,0,11,11,0.9,·,-12,-7.9

(listing goes on)
SMILES | 3CLpro inhibitor | Anthrax LF prot | Rv3671c protease | MazF activator | DUSP3 inh | Yp Topo-I inh | PfHsp40 rescue | TcdB inh | PriA SSB inh | BH1578 lux ind
COc1ccc(-n2c(Cc3cccn3C)nnc2SCC(=O)N2CCOCC2)cc1 | 1 | -8 | -5 | 4 | 30 | 17 | -0.3 | 0.8 | -1 | -0.4
CCOC(=O)C1(CCOc2ccccc2)CCN(Cc2cccs2)CC1 | -1 | 0 | 5 | 8 | 18 | 28 | 0.1 | · | -1 | -1.2
Cc1ccccc1NC(=O)Cn1nc(C)c2ccccc2c1=O | 2 | -4 | 3 | -2 | 4 | 4 | -3.2 | 3.5 | -10 | i
CC(=O)N1CCN(c2ccc(NCc3ccc(F)cc3)cc2)CC1 | -2 | -6 | -12 | 2 | 29 | -6 | 3.1 | -22 | 38 | -0.2
O=C(OCc1cc2ccccc2[nH]c1=O)c1ccccn1 | -2 | -1 | -5 | -1 | 27 | 2 | -0.1 | · | 0 | -0.1
CCOc1ccc(NC(=O)CN(C)C(=O)Cn2c(=O)oc3ccccc32)cc1OCC | · | 0 | 5 | 6 | · | -7 | -0.9 | -0.8 | -10 | -1.2
Cc1ccc(C(C)NC(=O)Cc2cccs2)c(C)c1 (stereo not drawn) | 4 | -15 | 2 | -2 | 8 | 0 | -1.5 | 0.4 | -8 | -0.5
NC(=O)c1c(/N=C/c2cccs2)sc2c1CCCC2 | 6 | -10 | 4 | -2 | 25 | 7 | · | -0.1 | · | -0.6
CCOC(=O)c1ccc(NC(=S)NCCCN2CCCC2=O)cc1 | 1 | -5 | 8 | 7 | 39 | 5 | 0.8 | -0.9 | 8 | i
COc1ccc(CC(=O)NNC2=Nc3cccc4cccc2c34)cc1OC | -3 | 6 | 3 | 10 | 0 | -4 | 0.7 | 0.4 | -6 | -0.6
CC1(NC(=O)N2CCCCC2)CCS(=O)(=O)C1 (stereo not drawn) | -8 | -1 | -5 | 4 | -32 | 2 | -0.4 | · | -12 | 5.9
CC(C(=O)NC1CCCc2ccccc21)N1CCN(Cc2ccc3c(c2)OCO3)CC1 (stereo not drawn) | -5 | -7 | -7 | 3 | 5 | 9 | 1.7 | · | -8 | i
Cc1noc(C)c1S(=O)(=O)N(CC(=O)NCc1ccccc1)c1ccc(C(C)C)cc1 | -3 | -4 | 3 | -4 | 2 | 0 | 0.6 | 1.0 | -8 | -2.0
COc1ccc(C(CNC(=O)C(C)Oc2ccc(Br)cc2)N2CCCC2)cc1 (stereo not drawn) | · | 3 | -3 | 2 | · | 1 | 2.6 | 1.2 | -12 | i
CCOc1ccccc1-n1c(SCC(=O)NCc2ccco2)nnc1-c1ccncc1 | 3 | 0 | -2 | 7 | 6 | 1 | -0.3 | · | -7 | i
CC(=O)c1c(C)oc2ccc(N(C(=O)C3CCCCC3)S(=O)(=O)c3cc([N+](=O)[O-])ccc3C)cc12 | 2 | 1 | 4 | 1 | 22 | -8 | 1.5 | · | -20 | -0.3
O=C(C[n+]1ccccc1)N/N=C/c1c(F)cccc1Cl | -4 | -9 | -1 | 5 | -2 | 5 | 1.4 | -4.9 | · | -0.8
CC1Oc2ccccc2N(CC(=O)c2ccccc2)C1=O (stereo not drawn) | 0 | 0 | 1 | 0 | 5 | 5 | 0.9 | -2.9 | -13 | -0.4
N#CC1=C(N)Oc2n[nH]c(-c3cccs3)c2C1C1CCCCC1 (stereo not drawn) | -3 | -1 | -15 | -5 | 11 | -2 | 6.7 | · | 6 | 1.3
COc1ccc(S(=O)(=O)N(C)CC(=O)N2CCOCC2)cc1Cl | 3 | -1 | -8 | -3 | 29 | -1 | 0.7 | · | -4 | -0.8
O=C1[C@@H]2C(c3cccnc3)=NO[C@@H]2C(=O)N1c1ccc2ccccc2c1 | 4 | -8 | -13 | 9 | 12 | -4 | -0.8 | -0.2 | 4 | -0.4
Cc1cc(C)n2nc(SCc3nc4ccccc4[nH]3)nc2n1 | -4 | -5 | -7 | 10 | -23 | 8 | -0.7 | 0.6 | 2 | i
N#C/C(=C(/O)c1ccc([N+](=O)[O-])s1)c1nc2ccccc2[nH]1 | 1 | -2 | -5 | 3 | 27 | -1 | -1.4 | 1.1 | -15 | i
C=CCSc1nnc(-c2cccc3ccccc23)o1 | · | 0 | 6 | -4 | · | -5 | -0.1 | -0.6 | 89* | 0.6
CCOC(=O)NNc1cc(C(F)(F)F)ccn1 | 7 | -5 | 3 | 7 | -30 | 0 | -0.4 | 0.1 | -16 | i

The list goes on:
SMILES | 3CLpro inhibitor | Anthrax LF prot | Rv3671c protease | MazF activator | DUSP3 inh | Yp Topo-I inh | PfHsp40 rescue | TcdB inh | PriA SSB inh | BH1578 lux ind
COc1cc(/C=N/n2c(-c3cc(C)[nH]n3)n[nH]c2=S)cc(OC)c1O | -3 | -2 | -12 | 8 | 24 | 4 | 17 | -5.4 | · | -0.1
COc1cc(CO)c(Br)cc1OCC(N)=O | 2 | -2 | 1 | 5 | 2 | -3 | 0.1 | 0.6 | -19 | -0.1
O=C(CCc1ccccc1)Nc1cc2c3c(c1)CCC(=O)N3CCC2 | · | · | 9 | -6 | · | 1 | 0.4 | 1.3 | -13 | -0.4
COCc1cc(C(C)=O)ccc1OC | 4 | -3 | -4 | 8 | -8 | -3 | 1.8 | · | -2 | ·
O=C1/C(=C/c2ccccc2)Oc2cc(OC(=O)N3CCOCC3)ccc21 | 6 | -11 | -1 | 4 | -4 | 11 | 2.0 | · | 2 | 0.4
CCCSc1nc(=O)n2cccc(C)c2n1 | -2 | 0 | -9 | -5 | 0 | 9 | 0.9 | · | 4 | 0.6
O=C1ON=C(c2ccc(Cl)cc2)/C1=C/c1ccc(O)cc1 | 1 | · | 6 | -35 | 20 | · | 1.8 | 0.9 | -19 | 15
COc1ccc(N2CCN(C(=O)c3ccc(C)c(Cl)c3)CC2)cc1 | 5 | -9 | 4 | -1 | -3 | 4 | 2.1 | · | 25 | -0.3
COc1ccc(N(C(=O)c2ccncc2)S(=O)(=O)c2ccc(OC)c(OC)c2)cc1 | -2 | -10 | -6 | 3 | 21 | 5 | 0.6 | 0.8 | -11 | -0.2
CC(C)(CO)CNc1ccn2nccc2n1 | · | -8 | · | · | · | 5 | · | 0.6 | · | i
Cc1cc(C)n(C(=O)c2cccc([N+](=O)[O-])c2)n1 | 3 | 12 | -2 | 5 | -7 | 5 | -1.6 | 1.1 | -6 | i
Clc1cccc(CSC2=NCCCN2)c1 | -9 | -2 | -12 | 10 | 14 | 3 | 0.2 | · | -1 | -7.1
